INS promoter inh: TRM-6 insulin promoter activity inhibition | TRM-6 cells (human fetal islet line), insulin promoter-eGFP reporter, imaging; reporter expression induced with tamoxifen | inhibition, % at 2 µM | 130,000 tested, 0.9% active | AID 1273;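 active = inhibition above the mean plus 3 SD, with well images judged a real hit on visual review, cut at about 60% in these data, passing the limit was not always enough; inconclusive = inhibition over the cutoff but images rejected on review; inactive = inhibition not above the cutoff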
SDO1 yeast rescue: sdo1-depleted yeast growth rescue | z-score at 10 µM | 140,000 tested, 0.21% active | S. cerevisiae sdo1-depleted JHY4D growth rescue, OD600 30 h; stronger effect = higher value; pdr5 snq2 efflux-pump mutant strain;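 active = z-score above 3 at both the 24 hr and the 30 hr optical density reads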;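 note: z-score against mean and SD of all compound wells on the same plate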
SDO1 yeast rescue Rescue 24 h: recorded beside SDO1 yeast rescue, whose call it bears; z-score; S. cerevisiae sdo1-depleted JHY4D growth rescue, OD600; measured here: growth rescue at 24 h;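 0 is the plate mean of compound wells and units are plate SD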
Numbers without * were called inactive; ? = inconclusive; · = no result given.

Preview, six compounds:
INS promoter inh	SDO1 yeast rescue	SDO1 yeast rescue Rescue 24 h	Compound
·	-1.2	-0.99	COc1ccc(C(=O)c2ccc(OC)cc2O)c(O)c1
-17	0.11	0.29	Cn1c(Sc2ccc(C(F)(F)F)cc2[N+](=O)[O-])nnc1-c1ccccc1
0	0.79	0.85	N#Cc1ccccc1NC1=CC(=O)CCC1
43	-0.64	0.9	CCOC(=O)CSc1nc2c([nH]c3ccccc32)c(=O)n1C
22	0.38	-0.18	C=CCNC(=O)CN(c1ccc(OC)cc1OC)S(C)(=O)=O
36	-0.03	-0.09	CC(C)NC(=O)CSc1nc2ccccc2n1CC(=O)N1CCc2ccccc21

This part in full, previewed entries included:
INS promoter inh	SDO1 yeast rescue	SDO1 yeast rescue Rescue 24 h	Compound
·	-1.2	-0.99	COc1ccc(C(=O)c2ccc(OC)cc2O)c(O)c1
-17	0.11	0.29	Cn1c(Sc2ccc(C(F)(F)F)cc2[N+](=O)[O-])nnc1-c1ccccc1
0	0.79	0.85	N#Cc1ccccc1NC1=CC(=O)CCC1
43	-0.64	0.9	CCOC(=O)CSc1nc2c([nH]c3ccccc32)c(=O)n1C
22	0.38	-0.18	C=CCNC(=O)CN(c1ccc(OC)cc1OC)S(C)(=O)=O
36	-0.03	-0.09	CC(C)NC(=O)CSc1nc2ccccc2n1CC(=O)N1CCc2ccccc21
41	·	·	COCCn1c(N)c(C(=O)NS(=O)(=O)c2ccc(C)cc2)c(=O)[nH]c1=O
·	0.18	0.56	CN(/N=C/C=C/c1ccccc1)C1=NS(=O)(=O)c2ccccc21
·	0.93	2.8	COc1ccc(CCNC(=O)COc2ccc(-c3ccccc3)cc2)cc1OC
53	1.1	0.56	Cn1nnnc1SCC(=O)N1CCOCC1
·	-1.1	-1.1	CCOc1cc(/C=C\[N+](=O)[O-])ccc1OCC(=O)Nc1ccccc1C
-42	0.9	0.48	O=[n+]1cc(-c2cccc3ccccc23)n([O-])c2c1CCC2
·	-1.8	-0.28	CC1(c2cc([N+](=O)[O-])cc([N+](=O)[O-])c2)CC(C)(C)N(C(=O)c2ccccc2)c2ccccc21 (stereo not drawn)
-27	-1.8	-0.51	CC(=O)c1nn(-c2cccc(Br)c2)cc1C(=O)c1ccc(C)cc1
·	1.1	2.4	O=C(O)c1cc(S(=O)(=O)N2CCOCC2)c(Sc2ccccn2)cc1Sc1ccccn1
55	·	·	O=C(COc1ncnc2sccc12)Nc1ccc(F)cc1F
·	-0.82	-1.5	Cc1ccc2cc(C#N)c(N3CCCN(S(=O)(=O)c4ccccc4)CC3)nc2c1
27	·	·	Cn1nc(C(=O)N2CCCc3ccccc32)c2ccccc2c1=O
7	0.78	0.76	CCn1cc([N+](=O)[O-])c(C(=O)N2N=C(c3ccc(OC)cc3OC)CC2c2ccccc2O)n1 (stereo not drawn)
·	1.1	1.8	O=C1Nc2cc(Cl)c(Cl)cc2N(O)N1c1ccccc1

Six of the entries above in order of the SDO1 yeast rescue value, smallest number first.
INS promoter inh	SDO1 yeast rescue	SDO1 yeast rescue Rescue 24 h	Compound
·	-1.2	-0.99	COc1ccc(C(=O)c2ccc(OC)cc2O)c(O)c1
·	-0.82	-1.5	Cc1ccc2cc(C#N)c(N3CCCN(S(=O)(=O)c4ccccc4)CC3)nc2c1
7	0.78	0.76	CCn1cc([N+](=O)[O-])c(C(=O)N2N=C(c3ccc(OC)cc3OC)CC2c2ccccc2O)n1 (stereo not drawn)
0	0.79	0.85	N#Cc1ccccc1NC1=CC(=O)CCC1
·	0.93	2.8	COc1ccc(CCNC(=O)COc2ccc(-c3ccccc3)cc2)cc1OC
·	1.1	2.4	O=C(O)c1cc(S(=O)(=O)N2CCOCC2)c(Sc2ccccn2)cc1Sc1ccccn1

Following part:
INS promoter inh	SDO1 yeast rescue	SDO1 yeast rescue Rescue 24 h	Compound
-23	0.61	0.77	CCCCCCCC1=CC2=CC(=O)C(C)(OC(C)=O)C(=O)C2=CN1CCc1ccccc1 (stereo not drawn)
13	·	·	Nc1nonc1C(=O)N/N=C/c1cc(Br)ccc1O
-67	·	·	CNC(=O)CSc1nc2[nH]ncc2c(=O)[nH]1
38	·	·	CC(C)(O)C#Cc1ccc(C(=O)N2CCN(c3ccc(Cl)cc3)CC2)cc1
0	1.1	1.9	O=c1[nH]c2cc3c(cc2cc1CN(CCCO)Cc1nnnn1Cc1ccc(F)cc1)OCO3
17	-0.52	0.72	CCCCCCC12CCC(C(=O)O)(CC1)CC2
-333	·	·	COc1ccc(NC(=O)CC2C(=O)N(Cc3ccccc3)C(=S)N2CCN2CCOCC2)cc1 (stereo not drawn)
30	0.45	-0.28	CCCNC(=O)CNC(=S)N(Cc1cc(OC)c(OC)c(OC)c1)C1CCCC1
0	0.44	-0.48	Cn1cccc1/C=N/NC(=O)Cn1cnc2ccccc21
-138	-0.88	-0.95	Cc1cc(N2CCN(c3ccc([N+](=O)[O-])c4cccnc34)CC2)c2ccccc2n1
-15	-0.3	-0.81	Cn1c(CSc2nc3ccccc3n2C)nc2ccccc21
25	0.65	0.38	COc1cccc(NC(=O)C2CCCCC2)c1
-28	-0.52	-0.31	CC(C)(C)c1ccc(C(=O)Nc2ccc([N+](=O)[O-])cn2)cc1
-8	-0.25	-0.19	CCN1CCN(c2nc3c(c(=O)n(C)c(=O)n3C)n2CCSc2ncccn2)CC1
-6	-0.02	-0.51	Cc1ccccc1-n1c(SCC(=O)c2cc(C)n(C)c2C)nnc1-c1cccnc1
·	0.63	0.06	CCOC(=O)Nc1cccc2ccccc12
56	-0.82	-1.1	O=C(c1cc(-c2ccncc2)nc2ccccc12)N1CCN(S(=O)(=O)/C=C/c2ccccc2)CC1
-23	-0.01	-0.41	O=C(Nc1ccccc1C(=O)N1CCOCC1)c1noc2c1CCCC2
0	·	·	COc1ccc(N2C(=O)C(CC(N)=O)N(NC(=O)c3cccc(OC)c3)C2=S)cc1 (stereo not drawn)
·	0.48	0.07	O=C(/C=C/c1ccccc1)NC(NC(=S)Nc1ccc(Cl)cc1)C(Cl)(Cl)Cl (stereo not drawn)
-3	-0.66	-1.2	CN(CC(=O)Nc1cccc2c1CCCC2)S(=O)(=O)c1ccccc1
1	0.86	0.06	Nn1c(SCC(=O)Nc2ccc3c(c2)OCO3)nnc1-c1ccncc1
19	-0.34	0.17	O=C1CCCc2ccccc2N1Cc1cccc(Cl)c1
·	0.51	0.81	O=S(=O)(Nc1ccc2c(c1)CCC2)c1cccs1
·	-0.87	-0.47	Cc1ccc(CNC(=O)c2ccc([N+](=O)[O-])o2)cc1
-42	0.2	-0.6	Cc1ccc(S(=O)(=O)CNC(=O)c2ccccc2)cc1
47	-0.94	-0.57	CCCCn1c(SCC(=O)c2ccc3c(c2)OCCO3)nnc1-c1ccco1
·	-0.94	-0.74	COC(=O)c1ccc(N2CCN(CC(=O)c3ccc(-c4ccccc4)cc3)CC2)c([N+](=O)[O-])c1
-75	·	·	CC(C)CSC1=NSC2=NC(=O)/C(=C\c3coc4ccccc4c3=O)C(=N)N12
18	0.33	-0.24	CCCCN(CC)S(=O)(=O)c1ccc(C(=O)Nc2nnc(CSC)o2)cc1
8	-1.1	0.62	Cc1cc(C)c2c(c1)SC1=NC(c3ccccc3)(C(F)(F)F)NC(=O)N12 (stereo not drawn)
25	-0.1	-0.56	O=C1C2C3C=CC(C3)C2C(=O)N1c1n[nH]c(CCc2ccccc2)n1 (stereo not drawn)
-41	·	·	CN(C)S(=O)(=O)Oc1ccccc1C(=O)Nc1ccccc1Cl
0	·	·	Cc1ccc(C(=O)NCCNc2nc3cc(C)c(C)cc3cc2C)cc1
?	0.69	0.77	O=C(Nc1ccc(Nc2ccccc2)cc1)C1CC1
33	-1.9	-1.7	O=C(COC(=O)c1ccc([N+](=O)[O-])s1)NC(c1ccccc1)c1ccccc1
·	-0.12	0.43	Cc1ccc(S(=O)(=O)Nc2ccc(Cl)cc2C(=O)c2ccccc2)cc1
-24	1	0.66	O=C1OC(Cc2ccccn2)C(O)=C1C1=NCCCN1 (stereo not drawn)
-8	·	·	Cc1nc(OCc2c(C)noc2C)c2ccccc2n1
-14	-1.4	-1.4	Cn1c(=O)n(CCCOc2ccc(Br)cc2)c2ccccc21
-48	·	·	COC(=O)c1nn(-c2ccccc2)c(=O)cc1O
23	-0.72	0.03	O=C(N1CCN(c2ccccc2)CC1)C12CC3CC(CC(C3)C1)C2
·	-0.63	-0.98	CN(C1CCCCC1)S(=O)(=O)Cc1ccccc1
·	-0.82	-0.49	Cc1ccccc1NC(=S)NCCC(c1ccccc1)c1ccccc1
43	-1.1	0.02	Cc1ccc(Cn2c(SCC(=O)N/N=C/c3ccc(C)o3)nc3ccccc32)cc1
-25	-0.02	0.22	COC(=O)Cn1c(=NC(=O)c2ccc(S(=O)(=O)N3CCc4ccccc4C3)cc2)sc2cc(OC)ccc21
20	-2.7	-2.2	Cc1[nH][nH]c(=O)c1C(c1ccc(-c2ccc(Cl)cc2Cl)o1)c1c(C)[nH][nH]c1=O
37	0.91	0.93	COc1cccc(C2/C(=C(/O)c3cnn(-c4ccccc4)c3C)C(=O)C(=O)N2CCN(C)C)c1 (stereo not drawn)
-36	-2.5	-1.9	O=c1c2cc(Br)ccc2[nH]c(=S)n1Cc1cccnc1
3	0	1.7	COC(=O)c1ccccc1NC(=O)CN1CCC(n2nnc3cc(C(F)(F)F)ccc32)CC1

Remaining list, next part:
INS promoter inh	SDO1 yeast rescue	SDO1 yeast rescue Rescue 24 h	Compound
43	-0.21	1	O=C(CSc1nnnn1-c1ccc2c(c1)OCCO2)N1CCc2ccccc21
-192	0.74	0.29	CC(C)NS(=O)(=O)c1ccc(CCC(=O)N2CCOCC2)cc1
6	-1.5	-1.2	O=C(OCc1c(Cl)cccc1Cl)c1cccnc1
-23	0.25	-0.1	COc1ccc(C(C(=O)NC2CCCC2)N(Cc2ccccc2)C(=O)CNC(=O)c2ccco2)cc1 (stereo not drawn)
0	0.03	0.39	Nc1ccccc1OCCOCCOCCOc1ccccc1N
47	-0.49	-0.54	C=CCNC(=S)N1CCN(CCN=CC2=C(O)CC(c3ccco3)CC2=O)CC1 (stereo not drawn)
·	2.8	1.9	O=C(NCc1ccccc1)NC(=O)c1ccccc1
3	-0.75	-1.3	CC(C)(C)c1ccc(CNc2cc(N3CCOCC3)ccc2[N+](=O)[O-])cc1
-36	·	·	COc1ccc(NC(=S)Nc2ccc3cn[nH]c3c2)cc1
-26	0.55	-0.11	COC(=O)C1=C(N)Oc2cc(C)n(Cc3cccnc3)c(=O)c2C1c1ccccc1OC (stereo not drawn)
-11	-0.02	0.6	O=C(COc1ccccc1F)Nc1nnc(-c2ccncc2)s1
·	-1.3	-0.97	CC(/C=N/n1c(-c2ccc(C)cc2)n[nH]c1=S)=C\c1ccco1
·	0.57	0.67	Cc1c(NC(=O)Cn2ccc([N+](=O)[O-])n2)c(=O)n(-c2ccccc2)n1C
-24	-0.58	-0.42	Cc1ccc(CC2SC(=Nc3ccccc3)N(c3ccccc3)C2=O)cc1 (stereo not drawn)
-42	0.13	-0.12	O=C1CC(N(Cc2ccco2)C(=O)Nc2ccc(F)cc2)C(=O)N1c1ccc(F)cc1 (stereo not drawn)
-37	1.3	1.3	OCCN(Cc1ccccc1)Cc1ccc(Cl)cc1
·	0.27	0.04	Cc1nc2nc(SCC(=O)N3CCOCC3)nn2c(C)c1Cc1ccccc1
41	·	·	O=C(CSc1nc2ccccc2c(=O)n1CC1CCCO1)N1CCN(c2ccccc2)CC1 (stereo not drawn)
19	0.61	0.57	CC(OC(=O)c1cccc(S(=O)(=O)Nc2ccccc2F)c1)C(=O)NCc1ccc2c(c1)OCO2 (stereo not drawn)
·	-0.05	-0.32	CCc1c(C)nc(SCC(N)=O)c(C#N)c1C
·	-0.48	0.13	O=C(CSc1nnc2ccccn12)c1ccc(OC(F)F)cc1OC(F)F
-14	-0.04	-0.4	CS(=O)(=O)N(CC(=O)Nc1ccc(S(=O)(=O)N2CCCC2)cc1)c1ccccc1F
49	·	·	CO/N=C/CC(=O)c1ccc(-c2ccccc2)cc1
7	1.1	0.35	CCNC(=O)CC1C(=O)N(c2ccc(C)cc2)C(=O)N1Cc1ccccn1 (stereo not drawn)
-34	1.2	1.5	CCOC(=O)N/N=C\C=C\c1ccco1
-7	·	·	Cc1ccc(-c2cnc3c(Cl)c(C)nn3c2)cc1
39	0.19	-0.38	CCCn1nnc(NC(=O)Cc2ccc(Cl)cc2)n1
55	·	·	COc1ccccc1/C=C/C=N/NC(=O)c1ccc2nc[nH]c2c1
42	0.2	-0.32	COc1cc(/C=N/NC(=O)c2[nH]nc3c2CCc2ccccc2-3)ccc1O
55	-0.38	-0.53	Nn1c(COc2ccccc2)nc2ccccc2c1=O
-64	·	·	CCN(CC(=O)NCc1ccc(F)cc1)Cc1cc(=O)n2ccsc2n1
-46	-1.6	-0.98	COc1ccc(NC(=S)Nc2cc(-c3ccccc3)[nH]n2)cc1Cl
-50	·	·	CCCc1[nH]nc2c1C(c1ccsc1)C(C#N)=C(N)O2 (stereo not drawn)
11	-0.58	-1.4	Cc1ccc(S(=O)(=O)N2CC(O)CC2C(=O)OCC(=O)c2ccccc2Cl)cc1C (stereo not drawn)
20	·	·	O=C(Nc1ccccc1)c1cc2n(n1)C(C(F)(F)F)CC(C1CC1)N2 (stereo not drawn)
21	0.4	0.24	CCOC(=O)N1CCN(Cc2nc(-c3ccccc3)no2)CC1
-6	0.61	0.65	C=CCNC(=O)c1nn2cccnc2c1Cl
-7	1.2	1.2	CCCN1C(=O)CC(C(=O)OC)=C1C
30	1.1	2.6	O=C(NCCNS(=O)(=O)c1cccc(C(F)(F)F)c1)c1cc(OCC(F)(F)F)ccc1OCC(F)(F)F
-138	0.45	0.51	CC(C)(C)C(=O)Nc1ccccc1C(=O)Nc1ccccn1

A portion of the library; count on the stated rates, not on these rows.
